Bioassay records deposited in PubChem by several laboratories.
Hsp70 act: transcriptional activators of Hsp70. HeLa Hsp70 promoter luciferase reporter, luminescence; scaled: vehicle 0, proteasome-inhibitor control 100%. activation, % at 10 µM. 200,000 tested, 0.04% active;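 active means activation above the mean across all tested compounds plus 3 SD, cutoff set per campaign, cut at about 5.5% in these data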;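 further: 100% = MG132 at 30 µM as the positive control and 0% = DMSO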
FLuc inhib CS: Photinus pyralis luciferase inhibition counter-screen; P08659; ATPLite firefly luciferase biochemical luminescence, 10 min; inhibition, % at 10 µM; 200,000 tested, 1.5% active; AID 1006;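 active means inhibition above about 50% when tested at 10 µM, limit read from the data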
Target sequence (P08659 whole entry, looked up): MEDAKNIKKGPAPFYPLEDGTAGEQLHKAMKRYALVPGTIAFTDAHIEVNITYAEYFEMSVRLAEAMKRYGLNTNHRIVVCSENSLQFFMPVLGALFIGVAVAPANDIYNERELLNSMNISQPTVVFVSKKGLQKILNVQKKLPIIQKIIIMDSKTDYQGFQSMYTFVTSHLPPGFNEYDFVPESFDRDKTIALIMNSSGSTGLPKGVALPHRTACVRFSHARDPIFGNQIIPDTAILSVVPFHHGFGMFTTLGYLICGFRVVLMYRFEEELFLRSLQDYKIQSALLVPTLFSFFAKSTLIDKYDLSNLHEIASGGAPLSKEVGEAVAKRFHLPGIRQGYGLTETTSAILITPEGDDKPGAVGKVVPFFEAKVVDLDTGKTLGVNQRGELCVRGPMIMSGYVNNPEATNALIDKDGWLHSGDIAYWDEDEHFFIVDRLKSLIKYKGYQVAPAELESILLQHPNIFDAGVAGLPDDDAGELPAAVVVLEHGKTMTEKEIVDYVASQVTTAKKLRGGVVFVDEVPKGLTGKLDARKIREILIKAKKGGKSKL
STAT1 inh: STAT1 signaling inhibition | NIH 3T3 STAT1-luciferase reporter, IFN-gamma, luminescence | inhibition, % at 5.5 µM | 200,000 tested, 0.35% active | AID 920;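 active means inhibition above a set limit, the mean inhibition across all tested compounds plus 3 SD, cut at about 34% in these data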;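 further: 0% = IFN-gamma with DMSO and 100% = IFN-gamma with 300 µM nifuroxazide; values of inactives mirror those of a sister screen read the other way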
RAM network inh: yeast RAM network inhibition | S. cerevisiae dse1pr::URA3 reporter, 5-FOA growth OD615, 2 d; analog-sensitive cbk1-as2 kinase mutant strain | inhibition, % at 50 µM | 190,000 tested, 1.8% active;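 active means inhibition above a set limit, 3 SD over mean compound inhibition, cut at about 8.4% in these data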;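 further: 0% = DMSO-only wells with no growth and 100% = 10 µM 1-NA-PP1 full growth; inhibition rescues growth on 5-FOA so higher OD means more RAM inhibition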
STAT1 act: activators of IFN-gamma induced STAT1 signaling; NIH 3T3 STAT1-luciferase reporter, luminescence; 100% = IFN-gamma alone, no compound; activation (% of control), % at 5.5 µM; 200,000 tested, 2.6% active;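 active means activation above the screen-wide mean activation plus 3 SD, cut at about 130% in these data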;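 further: raw ratio to IFN-gamma control signal so 100% means no change and 0% no light; values of inactives mirror those of a sister screen read the other way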
APP 5'UTR act: APP 5'UTR luciferase reporter activation; 190,000 tested, 1% active; activation, % at 2 µM; SH-SY5Y APP 5'UTR luciferase reporter, luminescence; zero percent = DMSO vehicle wells;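 active means activation above a set limit, based on mean plus 3 SD of controls, cut at about 140% in these data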; further: values of inactives mirror those of a sister screen read the other way
NF-kB expr up: compounds increasing NF-kB expression in human neuronal cells; NF-kB reporter expression; stronger effect = higher value; 190,000 tested, 1.6% active; fold change at 12.5 µM; in the data active means fold change above about 3.3
STAT3 blocker: STAT3 signaling inhibition | U3A cells, IL-6 STAT3-luciferase reporter, luminescence; host cell line lacks STAT1 | inhibition, % at 5.5 µM | 190,000 tested, 0.89% active;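 active means inhibition above the mean inhibition across all screened compounds plus 3 SD, cut at about 44% in these data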;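 further: 0% = DMSO only wells and 100% = 100 µM nifuroxazide control wells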
STAT3 act: increases IL-6 driven STAT3 reporter signal. 190,000 tested, 0.91% active. U3A cells, IL-6 STAT3-luciferase reporter, luminescence; 100% = signal with IL-6 EC80 alone. activation (% of control), % at 5.6 µM;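 active means activation above the screen-wide mean of compound activation plus 3 SD, cut at about 130% in these data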;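 further: 0% = background luminescence of wells with medium and substrate only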
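Material: human U3A cells carrying STAT3-luciferase construct. Measured by: reporter luminescence signal. Timing: compound 1 h, then IL-6 6 h at 37 °C.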
APP 5UTR inh: APP translation inhibition | SH-SY5Y APP 5'UTR-luciferase reporter, luminescence | inhibition, % at 2 µM | 190,000 tested, 0.82% active;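 active means inhibition above a set limit, derived from the sample mean plus 3 SD, cut at about 45% in these data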; further: values of inactives mirror those of a sister screen read the other way
* marks the source's active call; other numbers are inactive results; . = not tested or not shown.

molecule	Hsp70 act	FLuc inhib CS	STAT1 inh	RAM network inh	STAT1 act	APP 5'UTR act	NF-kB expr up	STAT3 blocker	STAT3 act	APP 5UTR inh
COc1ccc(C(=O)NC(C(=O)N2CCc3ccccc32)C(C)C)cc1 (configuration not stated)	-0.2	6	5	0.4	98	9	1.1	-9	105	-9
Cc1ccc(C2C(C#N)=C(N)Oc3n[nH]c(-c4ccccc4)c32)o1 (configuration not stated)	0.1	-3	-1	0.0	101	-1	1.1	8	98	1
O=C1/C(=C/c2cccnc2)CCC/C1=C\c1cccnc1	2.8	3	18	-0.1	85	-95	0.32	-1	99	95*
O=[N+]([O-])c1ccc(/C=C/C2=NN(c3ccccc3)C(c3ccco3)C2)cc1 (configuration not stated)	-0.1	7	-4	7.4	103	0	1.7	5	94	0
CN(C)CCCN=Cc1c(O)n(Cc2ccccc2)c(=O)c2ccccc12	-0.3	2	1	2.7	99	-12	0.96	12	93	12
Cc1ccc(S(=O)(=O)/N=C(/Nc2c(C)n(C)n(-c3ccccc3)c2=O)c2ccccc2)cc1	-0.2	-3	10	2.0	91	4	1.4	9	92	-4
CCCCC(=O)Nc1sc2c(c1C(=O)OCC)CCC(C=O)=C2Cl	-0.1	-10	4	9.2*	97	16	0.54	5	102	-16
Cc1c(C(=O)Oc2cccc3cccnc23)cccc1[N+](=O)[O-]	0.1	-1	-12	2.5	112	15	0.9	18	91	-15
CCOc1ccc2nc(SCC(=O)c3ccccc3)sc2c1	-0.1	-2	-13	16*	112	18	2.3	-6	106	-18
O=c1n(-c2ccccc2)c(=O)n2n1CC(O)C2	0.2	0	4	0.8	94	-8	0.97	18	91	8
COc1ccc2[nH]c3c(N4CCC(O)(c5cccc(C(F)(F)F)c5)CC4)ncnc3c2c1	-0.1	-2	13	1.2	88	-10	0.62	16	90	10
Nc1nc2n(n1)C(c1ccco1)CC(c1ccccc1)N2 (configuration not stated)	-0.2	-7	6	-0.7	98	-4	1.1	-8	108	4
COc1ccc(-c2ccc(C3C(C#N)=C(N)Oc4n[nH]c(C)c43)o2)cc1 (configuration not stated)	0.0	-8	-10	2.3	109	11	0.73	-30	127	-11
CNC(=O)CN1C(=O)NC2(CCc3ccccc3C2)C1=O (configuration not stated)	-0.1	-11	4	2.1	96	-14	1.1	5	101	14
CCCCCCOc1ccc(N2C(=O)CC(NCCc3ccc(S(N)(=O)=O)cc3)C2=O)cc1 (configuration not stated)	0.0	-7	-8	2.0	108	-19	1.4	2	99	19
N/C(=N\OC(=O)Cc1ccccc1)c1ccncc1	0.1	-3	-13	-0.8	110	14	1.1	-4	107	-14
C/C(CC(=O)N1CCN(C=O)CC1)=N\NC(=O)c1ccc(Cl)cc1	-0.2	-5	8	1.2	91	3	1.2	9	96	-3
COc1cc(/C=C2/SC(=O)N(Cc3ccccc3Cl)C2=O)ccc1OCc1ccncc1	-0.4	-3	-2	7.6	102	-2	1.2	-4	103	2
COc1ccc(OCCCN2CCCCCC2)cc1	-0.1	-1	6	0.0	94	17	0.67	-2	99	-17
CS(=O)(=O)c1ncc(Cl)c(C(=O)Nc2ccc(N3CCOCC3)cc2)n1	-0.2	9	8	1.6	94	-44	1.5	18	90	44
CCOc1ccc(S(=O)(=O)Nc2ccccc2C(=O)NCC2CCCO2)cc1 (configuration not stated)	-0.2	-2	0	0.5	100	7	1	5	99	-7
O=C(O[C@@H]1OC2COC(=O)c3cc(O)c(O)c(O)c3-c3c(cc(O)c(O)c3O)C(=O)O[C@@H]([C@H]1O)[C@@H]2O)c1cc(O)c(O)c(O)c1	-0.2	1	16	0.9	85	-12	0.99	8	91	12
Cn1cccc1C(=O)OCc1cc(Cl)cc2c1OCOC2	0.2	-5	-49	12*	145*	52	2.2	-6	107	-52
FC(F)(F)c1cnc(Nc2ccc(N3CCOCC3)cc2)c(Cl)c1	-0.2	-7	-3	0.3	103	-1	1.2	22	86	1
CCOc1c(Cl)cc(CNCc2ccncc2)cc1OC	-0.3	-11	17	1.4	82	-11	1.1	11	94	11
CNC(=O)c1sccc1Oc1ccc(F)cc1[N+](=O)[O-]	-0.2	0	6	-0.7	93	18	1	11	94	-18
CC(C)CCN(C(=O)Cc1ccccc1F)c1c(N)n(Cc2ccccc2)c(=O)[nH]c1=O	-0.1	-3	-4	2.9	104	-7	1	4	97	7
CCCOc1ccc(C(=O)NCCCn2ccnc2)cc1	-0.1	-3	-2	2.2	102	21	0.93	0	104	-21
COC(=O)C1=NN(c2cccc(C)c2)C2C(=O)N(c3ccccc3OC)C(=O)C12 (configuration not stated)	-0.2	-6	3	2.6	97	9	1.1	-18	110	-10
COc1ccc(N2CCN(C(CNC(=O)C(=O)NCc3ccncc3)c3ccco3)CC2)cc1 (configuration not stated)	-0.2	0	2	-1.0	98	10	1.1	8	97	-10

Single records (already shown):
Record of CS(=O)(=O)c1ncc(Cl)c(C(=O)Nc2ccc(N3CCOCC3)cc2)n1 : Hsp70 act = -0.2; FLuc inhib CS = 9; STAT1 inh = 8; RAM network inh = 1.6; STAT1 act = 94; APP 5'UTR act = -44; NF-kB expr up = 1.5; STAT3 blocker = 18; STAT3 act = 90; APP 5UTR inh = 44
Record of Cc1ccc(C2C(C#N)=C(N)Oc3n[nH]c(-c4ccccc4)c32)o1 (configuration not stated) : Hsp70 act = 0.1; FLuc inhib CS = -3; STAT1 inh = -1; RAM network inh = 0.0; STAT1 act = 101; APP 5'UTR act = -1; NF-kB expr up = 1.1; STAT3 blocker = 8; STAT3 act = 98; APP 5UTR inh = 1

(more compounds)
molecule	Hsp70 act	FLuc inhib CS	STAT1 inh	RAM network inh	STAT1 act	APP 5'UTR act	NF-kB expr up	STAT3 blocker	STAT3 act	APP 5UTR inh
CCC(C)NCCCCOc1ccc(C)cc1[N+](=O)[O-] (configuration not stated)	-0.2	-10	6	1.1	94	6	0.94	1	105	-6
CC(C)Cn1c(-c2ccc(C#N)cc2)nc2c1c(=O)[nH]c(=O)n2CC(C)C	-0.5	-9	0	3.5	100	4	1	10	97	-4
C=CCN(CC=C)C(=S)NC(=O)Cc1cccc2ccccc12	-0.3	-2	-1	2.4	99	-11	1.2	-2	105	11
COc1cc2c(cc1OC)CN(c1nc(CN3CCOCC3)nc3sc4c(c13)CCCC4)CC2	-0.3	-6	5	0.9	95	6	0.72	2	101	-6
CCOc1ccc(N=C2NC(=O)S/C2=C\c2ccc(O)cc2)cc1	-0.2	7	2	-0.3	99	-7	0.84	14	91	7
CCOC(=O)c1cnc2nc(COc3ccccc3)[nH]n2c1=O	-0.3	0	0	1.3	100	-1	0.97	2	101	1
CCCCN1CC(C(=O)NC2CCCCC2)CC1=O (configuration not stated)	-0.3	1	-1	-0.9	101	6	0.99	5	102	-6
O=C1c2cccc3cccc(c23)C(=O)N1c1cccnc1	0.0	-2	0	-0.8	100	-5	1.7	28	78	5
Cc1nn(CC2CC2)c(=O)n1N(C)c1ncc(C(F)(F)F)cc1Cl	-0.3	-3	-4	1.8	101	3	1	6	99	-3
Cc1c(NC2=NC3(CCCCC3)Cc3ccccc32)c(=O)n(-c2ccccc2)n1C	-0.4	-1	6	-0.2	95	3	1.7	-2	101	-3
C=CCn1c(=O)[nH]c2cc(C(=O)N3CC=C(c4ccccc4)CC3)ccc2c1=O	0.0	-4	2	2.6	97	-5	1.1	1	106	5
O=C(Cc1ccccc1)Nc1nnc(SCC(=O)NC2CCCC2)s1	-0.1	-3	-2	4.2	102	-5	1	4	100	5
O=C(Nc1nnc(C(F)(F)F)s1)c1ccc(Br)s1	-0.5	38	42*	3.0	60	31	1.1	46*	65	-31
CCC(=O)NC(Nc1c(C)n(C)n(-c2ccccc2)c1=O)C(Cl)(Cl)Cl (configuration not stated)	-0.2	-5	-4	0.6	103	8	1.5	11	97	-8
Cc1nc(SCc2ccccc2C)n[nH]1	-0.4	-2	-9	1.0	108	-9	1.2	7	93	8
Cc1ccc(N2C(=O)[C@@H]3[C@H](C2=O)C2c4ccccc4C=CN2[C@@H]3C(=O)c2ccco2)c(C)c1 (some centres not stated)	-0.1	-7	2	.	98	0	.	-2	102	0
CN([C@@H](Cc1ccc(OS(=O)(=O)c2cccc3cnccc23)cc1)C(=O)N1CCN(c2ccccc2)CC1)S(=O)(=O)c1cccc2cnccc12	-0.4	-7	7	9.2*	93	14	0.68	0	102	-14
COc1ccc(Cl)cc1NC(=O)c1c(-c2ccccc2)noc1C	-0.2	-3	3	3.3	97	-25	0.95	12	91	25
O=C1c2ccccc2C(=O)c2c1ccc1c(=O)n(C3CCCCC3)[nH]c21	-0.2	-2	-15	0.6	114	25	0.66	28	79	-25
Cc1cc(NC(=O)c2ccc(Cl)cc2)c(C)cc1O	0.7	53*	-18	-1.3	115	21	1.3	5	102	-21
O=C(Nc1ccc(F)cc1F)N1CCN(c2ncccn2)CC1	-0.4	-1	-8	0.2	108	-19	1.3	8	93	19
CCOc1ccc(N2C(=O)/C(=C/c3ccco3)N(C)C2=S)cc1	0.0	-4	1	2.9	100	4	0.94	-2	102	-4
COc1ccc(S(=O)(=O)N(C)C2CCS(=O)(=O)C2)cc1OC (configuration not stated)	0.0	-1	2	-0.6	98	-2	1.5	-5	108	2
CCN(CC)S(=O)(=O)c1cccc(C(=O)Nc2nc3cc4c(cc3s2)OCCO4)c1	-0.1	-7	0	3.4	99	13	0.87	28	81	9
O=C(CSc1ncc(-c2ccc(F)cc2)[nH]1)NCc1ccco1	0.2	-7	-7	0.3	107	-10	1.3	3	100	10
CCOC(=O)CSc1nc2c(c(=O)[nH]c(=O)n2C)n1C/C=C(/C)Cl	0.3	-5	-1	-0.7	101	-4	1.2	0	104	4
COCCNC(=O)Nc1ccc2nc(C)sc2c1	0.0	0	0	1.6	100	10	1.2	-1	104	-10
